TbREL1 inh: TbREL1 RNA ligase inhibitors, primary screen, biochemical, FRET fluorescence; actives 0.49% (n = 89,000); AID 1117264, 2014; inhibition, % at 9.66 µM; RNA-editing ligase 1, mitochondrial (Trypanosoma brucei brucei), P86926; TbREL1 RNA ligation;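 active = inhibition above the mean inhibition across all screened compounds plus 3 SD, cut at about 11% in these data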;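 note: 0% = plate median of test wells and 100% = NSC42067 control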
Target sequence (P86926 whole entry, looked up): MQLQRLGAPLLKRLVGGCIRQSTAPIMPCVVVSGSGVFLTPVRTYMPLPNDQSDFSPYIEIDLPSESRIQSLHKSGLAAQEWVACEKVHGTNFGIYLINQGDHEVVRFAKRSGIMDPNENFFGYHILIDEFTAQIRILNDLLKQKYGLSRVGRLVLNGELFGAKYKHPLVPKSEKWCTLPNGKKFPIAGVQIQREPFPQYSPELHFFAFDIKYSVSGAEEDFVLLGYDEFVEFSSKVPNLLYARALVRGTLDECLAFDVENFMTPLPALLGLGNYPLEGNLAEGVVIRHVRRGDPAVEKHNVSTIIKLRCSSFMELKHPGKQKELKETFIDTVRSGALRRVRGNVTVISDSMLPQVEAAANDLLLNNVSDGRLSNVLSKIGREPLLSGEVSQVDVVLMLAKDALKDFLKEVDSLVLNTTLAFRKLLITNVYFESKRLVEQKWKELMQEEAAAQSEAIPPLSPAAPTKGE
* hit, by the source's call. This is a subset; count on the stated rates, not on these rows.

Start of the data: the first 5 entries (preview)
SMILES	TbREL1 inh
Cn1cc(C(=O)N2CCCCCC2)c(=O)c2cc(S(=O)(=O)N3CCCCC3)ccc21	-0.3
CC(=O)c1cccc(Nc2cc(C)nc3ccccc23)c1	1.2
Cc1ccc(-c2c(NC(=O)Nc3ccc(F)cc3)nc3ncccn23)cc1	-0.8
COC(=O)[C@]12C[C@H](CC(=O)N3CCCCC3)C(=O)N(Cc3ccco3)C1=C[C@H](C1CCCC1)O[C@@H]2C	-2.9
N#Cc1ccccc1S(=O)(=O)N1CCN(C(=O)c2cc(=O)[nH]c3ccccc23)CC1	3.8

Results, from the start:
SMILES	TbREL1 inh
Cn1cc(C(=O)N2CCCCCC2)c(=O)c2cc(S(=O)(=O)N3CCCCC3)ccc21	-0.3
CC(=O)c1cccc(Nc2cc(C)nc3ccccc23)c1	1.2
Cc1ccc(-c2c(NC(=O)Nc3ccc(F)cc3)nc3ncccn23)cc1	-0.8
COC(=O)[C@]12C[C@H](CC(=O)N3CCCCC3)C(=O)N(Cc3ccco3)C1=C[C@H](C1CCCC1)O[C@@H]2C	-2.9
N#Cc1ccccc1S(=O)(=O)N1CCN(C(=O)c2cc(=O)[nH]c3ccccc23)CC1	3.8
C=CCN(C(=O)[C@@H](C)[C@@H](O)c1ccc(C(C)=O)cc1)c1ccccc1	1.7
Cc1ccc(-n2c(-c3ccccc3)n[nH]c2=S)cc1	-5.2
CC(NC(=O)CSc1nnc(CC(=O)Nc2ccc(Cl)c(Cl)c2)n1C)c1ccccc1 (stereo unspecified)	1.9
CCC(=O)Nc1ccc2nc(C)n(Cc3ccccc3Cl)c(=O)c2c1	-4.8
C=CCNC(=O)/C(=C\C=C\c1ccccc1)NC(=O)c1ccc(OCCCC)cc1	-1.2

Next section; the last two above are carried over.
SMILES	TbREL1 inh
CCC(=O)Nc1ccc2nc(C)n(Cc3ccccc3Cl)c(=O)c2c1	-4.8
C=CCNC(=O)/C(=C\C=C\c1ccccc1)NC(=O)c1ccc(OCCCC)cc1	-1.2
Cc1cccc(Nc2ccc(C(=O)N3CCOCC3)cn2)c1	-1.6
COc1cc(NS(=O)(=O)c2ccc(NC(C)=O)cc2)nc(OC)n1	1.7
Cc1ccc(S(=O)(=O)Nc2cccc(C(=O)NCC(c3ccc(F)cc3)N3CCOCC3)c2)cc1 (stereo unspecified)	-3.1
O=C(Nc1ccccc1)Nc1cnccn1	-0.5
COC(=O)c1ccc(NC(=O)CCc2c(C)nc3ncnn3c2C)cc1	0.6
Cc1c(C(=O)OCC(=O)NCCN2C(=O)CSC2=O)cccc1[N+](=O)[O-]	1.0
CCOCCCNC(=O)C(c1ccc(Cl)cc1)N1CCC2(CC1)OCCO2 (stereo unspecified)	1.2
O=C(CSc1cccc2cccnc12)OCC(=O)c1ccccc1	-1.8
FC(F)Oc1ccc(NC(=S)NCc2ccccc2)cc1Cl	-2.0
O=C(Oc1ccc2c3c(c(=O)oc2c1)CCCC3)c1ccco1	-1.0
Cc1ccccc1Cc1c(C)nc2ncnn2c1C	-2.7
O=C(Cc1ccccc1)NNc1c2ccccc2nc2ccccc12	4.3
CC1CCN(CC(O)COc2cccc(F)c2)CC1 (stereo unspecified)	1.1
COc1cccc(NC(=O)CN(C)C(=O)c2cccc(NS(=O)(=O)c3ccccc3)c2)c1	5.6
Cc1ccc(-n2c(SCC(=O)Nc3ccc(S(=O)(=O)Nc4nccs4)cc3)nnc2-c2cccs2)cc1	-4.9
O=C(O)CCCNC(=O)CCCn1nnc2ccccc2c1=O	1.4
C=CCNC(=O)CN1CCC(n2c(C)nc3cc(C(F)(F)F)ccc32)CC1	-3.3
C[C@@H]1CN([C@H](C)CO)C(=O)c2cc(NC(=O)Nc3ccc(F)cc3)ccc2O[C@@H](C)CCCCO[C@H]1CN(C)S(=O)(=O)c1cccs1	-3.7
Cc1ccc(S(=O)(=O)NCc2ccccc2)cc1C(=O)NCc1ccccn1	3.6
Cc1cc(C)cc(OCC(=O)NNC(=O)c2ccoc2C)c1	4.7
CCC[C@H]1[C@@H](OC(=O)NCc2ccc(C(F)(F)F)cc2)CC[C@@]23CCCN2C(=O)CCC[C@@H]13	0.6
CCOCCCNc1ncc2c(n1)CC(c1ccc(C)cc1)CC2=O (stereo unspecified)	-0.7
Nc1nc2n(n1)C(c1ccco1)CC(c1ccccc1)N2 (stereo unspecified)	-0.4
CCOC(=O)c1c(NC(=O)CSc2nnnn2CC)sc(C)c1C	-2.9
O=C(NC(=S)N1CCN(c2nc(-c3ccccc3)cs2)CC1)c1cncc(Br)c1	-4.7
CCOC(=O)[C@@]12CCC3=C1N(CCC3)C(=O)[C@H](CC(=O)NCCCN1CCCC1=O)C2	-2.1
CC1C(c2ccccc2)C(C#N)(C#N)C2(C#N)C(=O)NC1(N)C2C (stereo unspecified)	0.5
COC(=O)COC(=O)CC(CC(N)=O)c1ccccc1 (stereo unspecified)	-1.7
CCCN(C(=O)c1cc(S(=O)(=O)N2CCCCC2)ccc1Cl)C1CCS(=O)(=O)C1 (stereo unspecified)	0.3
O=C(NNC(=O)c1ccc2ccccc2c1O)NC1CCCCC1	-7.2
CN(c1ccccc1C(=O)Nc1cccc(Cl)c1Cl)S(C)(=O)=O	0.6
O=C(COC(=O)c1ccc(F)c(S(=O)(=O)N2CCOCC2)c1)NCc1ccco1	0.7
CCCc1cc(=O)[nH]c(SCC(=O)c2ccc3c(c2)NC(=O)CO3)n1	-2.1
CCOc1ncccc1C(=O)OCC(=O)NC1CCCCCC1	-2.1
COc1ccc(CC(=O)NNS(=O)(=O)c2ccccc2[N+](=O)[O-])cc1	0.6
CCCC(=O)N(CCN(C(=O)CCC)c1ccccc1)c1ccccc1	0.7
O=C(CSc1n[nH]c(=O)n1C1CC1)Nc1ccccc1	2.4
CSc1ccc(C2CC(=O)Nc3c2c(=O)n(C)c(=O)n3C)cc1 (stereo unspecified)	1.5
COC(=O)CSc1nnc(CCc2nc3ccccc3[nH]2)n1C	1.9
Cc1ccc(NC(=O)C2CCN(S(C)(=O)=O)CC2)c(C)c1	-0.4
CCC1=C(OC(=O)N(CC)CC)N2C(=O)OC(=NCC3CC3)[C@]2(C)[C@H]2C1=CC[C@H]1C(=O)NC(=O)[C@H]12	-1.4
O=C(NCc1ccc2c(c1)OCO2)C1CCN(S(=O)(=O)N2CCOCC2)CC1	-0.5
CCCN(CCC)C(=O)C1CCCN1S(=O)(=O)c1cccc2nsnc12 (stereo unspecified)	10.1
CCOC(=O)CN1C(=O)N[C@@H](CCc2ccccc2)C(C(=O)OC)=C1C	0.1
COC(=O)c1ccc(CNC(=O)C2CCC(=O)N(Cc3cccc(F)c3)C2)cc1 (stereo unspecified)	4.3
CCN1C(=O)[C@@H]2[C@@H](c3ccc(-c4ccc(OC)cc4)cc3)N3CCCC[C@@]3(C(=O)OC)[C@@H]2C1=O	3.1
Cc1ccc(C)c(-c2cc(C(=O)Nc3sc(C)c(C)c3C(N)=O)c3ccccc3n2)c1	2.0
CCOC(=O)c1c(C)sc2c1N(C(=O)CN1CCOCC1)c1cc(Cl)ccc1S2	-2.4
Cc1ccccc1NC(=O)CSc1ccc2nnc(-c3ccccn3)n2n1	9.9
Cc1ccc(NC(=O)CN2CCCC2c2cccn2C)c(Br)c1 (stereo unspecified)	-2.6
New compounds follow
SMILES	TbREL1 inh
N#C/C(=C\c1ccccc1)C(=O)N(c1ccccn1)C1CCCCC1	-1.4
CCCN1C(=O)/C(=C/c2ccc3c(c2)OCO3)NC1=S	-0.9
C[C@H](c1ccccc1)N1C[C@H](COCc2ccccc2)Oc2cc(N3CC[C@@H](O)C3)ccc2S1(=O)=O	0.6
CCOC(=O)NC(NCc1ccccc1)(C(F)(F)F)C(F)(F)F	-0.5
Cc1ccc(N2CC(C(=O)N3CCC(C(=O)Nc4nncs4)CC3)CC2=O)cc1 (stereo unspecified)	5.0
Cc1ccc(OC(C)C(=O)N2CCCc3ccccc32)cc1 (stereo unspecified)	-3.8
COc1ccc(C2N=C(N)N=C(N)N2c2ccccc2OC)cc1OC (stereo unspecified)	-0.3
COc1ccc(C2Nc3ccccc3C(=O)N2NC(=O)c2ccccc2)cc1OC (stereo unspecified)	0.3
O=C(/C=C/c1c(Cl)cccc1Cl)Nc1ccncc1	-0.1
CC(C)CC1Nc2ncnc(N3CCN(c4ccccc4)CC3)c2N(Cc2ccc(Cl)cc2)C1=O (stereo unspecified)	-0.1
CCn1c(=O)cc(OCC(=O)Nc2nc(C)cs2)c2ccccc21	5.7
O=[N+]([O-])c1cccc(NC(=S)N2CCN(S(=O)(=O)c3ccccc3)CC2)c1	-1.8
O=C(CN1C(=O)NC2(CCCC2)C1=O)Nc1ccc(F)cc1	2.1
CC(/C=C/c1ccc(C)o1)=C\C(=O)O	-2.3
CCOc1ccc(S(=O)(=O)N2CCN(C(=O)c3ccncc3)CC2)cc1	1.5
Cc1ccc(C(=O)OCC(=O)Nc2ccccc2)cc1NC(=O)c1ccco1	-3.1
COc1ccc(CNC(=O)COC(=O)c2n[nH]c3ccccc23)cc1OC	-4.2
CCOC(=O)C1CCN(C(=O)COC(=O)C23CC4CC(CC(C4)C2)C3)CC1	2.8
COc1ccc(C)cc1S(=O)(=O)NCc1cccs1	1.7
Cc1ccc(-n2c(Cn3ncc4ccccc4c3=O)n[nH]c2=S)cc1	-5.8
Cc1cccc(C)c1OCC(=O)NNC(=O)CCCn1c(=O)oc2ccccc21	-3.7
NC(=O)C(c1ccccc1)c1ncc(C(F)(F)F)cc1Cl (stereo unspecified)	0.7
Cc1noc(C)c1Cn1c(C)c(C(=O)NCc2ccc3c(c2)OCCO3)sc1=O	-1.9
COC(=O)c1ccccc1Nc1ccccc1	2.9
O=C(COC(=O)c1cc[n+]([O-])cc1)Nc1ccc([N+](=O)[O-])cc1Cl	3.1
Cc1ccc(-c2noc(CCC(=O)Nc3ccccc3C)n2)cc1	-0.8
O=C(NCCc1ccccc1)OCc1cn(-c2ccc(Cl)cc2)nn1	-2.4
Cc1sc2ncn(CC(=O)N3CCCCC3)c(=O)c2c1S(=O)(=O)N1CCC(C)CC1	0.6
Cc1ccc2c(c1)C1CN(C)CCC1N2S(=O)(=O)c1ccccc1F (stereo unspecified)	2.1
CCOC(=O)C1(C)NC(c2ccco2)C2C(=O)N(C)C(=O)C21 (stereo unspecified)	2.4
Cc1c(C(=O)Nc2nccs2)oc2c(Cl)cccc12	-1.7
Cc1cnc(C(=O)N2CCCC(C(=O)c3ccc(C(C)(C)C)cc3)C2)cn1 (stereo unspecified)	-2.2
COCCNC(=O)Nc1ccc2nc(C)sc2c1	0.7
CC/C(=N\OC(=O)c1ccc(OC(C)C)cc1)c1ccc(C)cc1	5.2
C=CCn1c(SCc2c(Cl)cccc2Cl)nnc1-c1cccnc1	-0.8
Cc1ccc(-n2nc(C)cc2NC(=O)c2ccc(C)s2)cc1	6.0
CCCCn1cnc2c(=O)[nH]ccc21	2.2
CC(C)Oc1ccc(C(=O)NN2C(=O)NC3(CCCCC3)C2=O)cc1	6.0
COC(=O)C1(C(=O)OC)C[C@H](c2ccccc2)N(Cc2ccccc2OC)[C@@H]1c1ccccc1	0.8
O=c1ccc2cc(S(=O)(=O)N3CCN(c4ccccc4)CC3)ccc2o1	-0.5
O=C(NCCc1ccccc1)c1cccc(NC(=O)c2ccccc2)c1	1.3
COC(=O)c1ccc(Nc2nc(C)cc(C)n2)cc1	2.4
Cc1cc(C(=O)COC(=O)/C=C/c2cccc(F)c2)c(C)n1C	-2.3
CCCCOc1ccc(N(CC(=O)NCCOC)C(=O)CCC(=O)Nc2ccccn2)cc1	-3.5
CN1CCN(C(=O)c2ccc(-n3cccc3)cc2)CC1	2.9
COc1cc(NC(=O)c2cc(-c3ccccc3Cl)on2)cc(OC)c1OC	-2.9
COC(=O)Nc1c(C)n(C)n(-c2ccccc2)c1=O	4.0
CSCCC(N=C1NS(=O)(=O)c2ccccc21)C(=O)N1CCCC(C(N)=O)C1 (stereo unspecified)	-0.2
Cc1ccc(C(=O)COC(=O)CSc2cccc3cccnc23)c(C)c1	-0.9
O=C(C/C=N/OCc1ccccc1F)c1cnc(-c2ccc(Cl)cc2)s1	-3.4

2 records drawn at random from the list so far:
SMILES	TbREL1 inh
O=C(NC(=S)N1CCN(c2nc(-c3ccccc3)cs2)CC1)c1cncc(Br)c1	-4.7
CCCN(C(=O)c1cc(S(=O)(=O)N2CCCCC2)ccc1Cl)C1CCS(=O)(=O)C1 (stereo unspecified)	0.3

Going on with the list.
SMILES	TbREL1 inh
S=C(Nc1cccc(Cl)c1)OCCN1CCCC12CCC(c1ccccc1)CC2 (stereo unspecified)	-4.3
O=c1[nH]c2ccc(Cl)cc2c(-c2ccccc2)c1N1CCN(CCO)CC1	5.2
Nc1c(Cl)cc(C2=NCCn3c2c2ccccc2[n+]3[O-])cc1Cl	0.3
O=C(NCCS(=O)(=O)NCCc1ccccc1)c1ccccc1	5.2
Cc1nn(CC(=O)Nc2cc(S(=O)(=O)N(C)C)ccc2Cl)c(C)c1[N+](=O)[O-]	-1.0
COCCCNC(=O)C1CCN(c2ncccn2)CC1	0.3
COc1ccc(-c2nc(C#N)c(NCc3ccc(C)cc3)o2)cc1OC	1.5
COc1ccc([C@H]2CC(=O)C=C(c3cc(C)ccc3OC)C2)cc1	5.5
COC(=O)c1cccc(COC(=O)c2ccccc2NC(=O)c2ccco2)c1	1.7
COc1ccccc1NS(=O)(=O)c1cc(C(=O)NCC(c2ccc(F)cc2)N2CCOCC2)ccc1C (stereo unspecified)	3.9
CCC(=O)Nc1cccc(C2=NOC3(C2)C[C@@H](C(N)=O)N(C(=O)C2(C)CC2)C3)c1 (stereo partly specified)	0.0
Cn1cccc1Cc1nnc(SCC(=O)Nc2cccc(F)c2)n1-c1ccc(F)cc1	-6.6
Nn1c(SCc2c(Cl)cccc2Cl)nnc1-c1n[nH]c2c1CCC2	-2.6
Cc1cc(C(=O)O/N=C(\N)c2ccncc2)ccc1[N+](=O)[O-]	2.7
Cc1ccnc(NC(=O)CCC(=O)N(CC(=O)NCCc2ccccc2)Cc2cccs2)c1	-0.5
CCOc1ccc(NS(=O)(=O)c2ccc(C(=O)NCc3cccnc3)cc2)cc1	-1.7
Cc1ccc(S(=O)(=O)Nn2c(C)ccc2C)cc1	-1.2
CCCn1nc(C(=O)NNC(=O)CCCOc2ccc(OC)cc2)c2ccccc2c1=O	1.8
N#CCCN(C(=O)COC(=O)Cc1c[nH]c2ccccc12)c1ccccc1	-2.6

Bioassay records from PubChem BioAssay.
